Screening results (PubChem)
mcGAS MS inh: blocks mouse cGAS cGAMP production; Q8C6L5; AID 1259397; hit rate 0.18% among 130,000; recombinant mouse cGAS, cGAMP by RapidFire MS; inhibition, % at 12.5 µM;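 active = inhibition of cGAS enzyme activity at or above 60%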;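 also: enzyme stimulated by 45 bp dsDNA with ATP and GTP substrates; cGAMP share of summed cGAMP plus half ATP and half GTP signals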
Target sequence (Q8C6L5 whole entry, looked up): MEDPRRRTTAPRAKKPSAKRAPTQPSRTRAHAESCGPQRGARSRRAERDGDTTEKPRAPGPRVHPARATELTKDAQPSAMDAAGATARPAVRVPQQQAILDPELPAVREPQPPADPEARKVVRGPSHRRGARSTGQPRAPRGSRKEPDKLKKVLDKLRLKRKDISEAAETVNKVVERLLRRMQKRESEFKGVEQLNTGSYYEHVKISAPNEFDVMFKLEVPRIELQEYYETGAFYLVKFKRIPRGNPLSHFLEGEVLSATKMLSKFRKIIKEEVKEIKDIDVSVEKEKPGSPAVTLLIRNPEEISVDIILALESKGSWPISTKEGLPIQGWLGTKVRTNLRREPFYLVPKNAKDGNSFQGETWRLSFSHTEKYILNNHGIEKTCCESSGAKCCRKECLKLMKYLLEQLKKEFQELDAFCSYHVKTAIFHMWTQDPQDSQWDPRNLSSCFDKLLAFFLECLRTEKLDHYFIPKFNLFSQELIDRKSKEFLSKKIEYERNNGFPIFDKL
Starred values were filed as active, the others as inactive; & = joins results of further samples.

| smiles | mcGAS MS inh |
| --- | --- |
| O=C1CC(C2CCCC=C2N2CCOCC2)C(=O)N1 (centres undefined) | -4.1 |
| NC(=S)COc1ccc(F)cc1 | -1.1 |
| Cc1ccc(C)c(S(=O)(=O)N2CCN(C(=O)c3c(C)nn(C)c3C)CC2)c1 | 6.3 |
| CC(C)C(NC(=O)C1CCCCC1)C(=O)N(C)Cc1ccc(OC(F)F)cc1 (centres undefined) | -28.6 |
| N#CC(c1ccccc1)c1ccc(NC(=O)CN2CCC3(CC2)CC(=O)c2cc(Br)cc(Br)c2O3)cc1Cl (centres undefined) | -1.6 |
| COc1ccc2c(C)c(C(=O)NCC3(O)CCCNCC3)oc2c1 (centres undefined) | -11.8 |
| Cc1nn(C)c(Cl)c1S(=O)(=O)NC1CC1c1cccc(F)c1 (centres undefined) | -8.6 |
| Cc1cc(C)[n+]2[nH]c(=O)n(C)c2n1 | -8.2 |
| O=C(CCc1ccsc1)NS(=O)(=O)c1cccnc1Cl | -11.9 |
| Cc1ccccc1NC(=O)CSc1nc(=O)n2cc(Cl)ccc2n1 | -6.7 |
| COC(Cn1ccnc1-c1ccc(CO)o1)c1cccs1 (centres undefined) | 11.2 |
| CN(C)CCC(NC(=O)C(=O)Nc1cc(F)cc(F)c1)C(C)(C)C (centres undefined) | -9.3 |
| CCN1CCN(C(C)CNC(=O)c2cc(C)nc3ccccc23)CC1 (centres undefined) | -10.3 |
| CC(C)n1c2ccc(Cl)cc2c2nc3ccccc3nc21 | -7.5 |
| CC(C)CC(NC(N)=O)C(=O)Nc1ccc(F)cc1F (centres undefined) | -10.7 |
| O=S(=O)(NC1CCSc2ccccc21)c1ccc(Cl)cc1C(F)(F)F (centres undefined) | -3.6 |
| Cn1c(=NN=Cc2c(O)ccc3ccccc23)sc2ccccc21 | -5.2 |
| O=[N+]([O-])c1ccccc1Oc1ccccn1 | -5.6 |
| CN(C)CCOc1ccc2c(c1)Sc1ccccc1CC2=O | -10.2 |
| CCOC(=O)C(CC)n1cnc2c(nnn2Cc2ccc(Cl)cc2)c1=O (centres undefined) | 5.0 |
| CCOC(=O)C1CCCN(C(=O)Cn2nc3cc(C)nc(N4CCc5ccccc5C4)n3c2=O)C1 (centres undefined) | -7.4 |
| CCc1c(C)c(C#N)c2nc3ccccc3n2c1N1CCN(CC)CC1 | -1.1 |
| O=C1C[C@H]2CC[C@@H](CN1)N2C(=O)c1nc(-c2ccccc2)cs1 | -7.4 |
| CS(=O)(=O)c1ccccc1C(=O)Nc1c2c(nn1-c1nc3ccccc3s1)CCC2 | -1.9 |
| CC(C)C[C@H]1CN(C(=O)c2cc(F)c(F)cc2F)CC[C@@]1(C)O | -14.1 |

Part of the list above, field by field.
canonical_smiles: CC(C)C(NC(=O)C1CCCCC1)C(=O)N(C)Cc1ccc(OC(F)F)cc1 (centres undefined)
  mcGAS MS inh = -28.6

canonical_smiles: N#CC(c1ccccc1)c1ccc(NC(=O)CN2CCC3(CC2)CC(=O)c2cc(Br)cc(Br)c2O3)cc1Cl (centres undefined)
  mcGAS MS inh = -1.6

canonical_smiles: CCOC(=O)C(CC)n1cnc2c(nnn2Cc2ccc(Cl)cc2)c1=O (centres undefined)
  mcGAS MS inh = 5.0

canonical_smiles: CC(C)n1c2ccc(Cl)cc2c2nc3ccccc3nc21
  mcGAS MS inh = -7.5

The list goes on.
| smiles | mcGAS MS inh |
| --- | --- |
| O=C(CSc1nc2c(cnn2CCO)c(=O)[nH]1)NCc1ccccc1 | -27.3 |
| O=C1c2ccccc2S(=O)(=O)N1CCSc1nc2ccccc2[nH]1 | -5.6 |
| O=C1CC(C(=O)O)SC(=N/N=C\c2ccc(Br)cc2)N1 (centres undefined) | -8.9 |
| CCN(C(=O)Cn1nc(C)c(S(=O)(=O)N(C)C)c1C)c1ccc(F)cc1 | -19.0 |
| c1cc(COn2nnc3ccccc32)cc(COn2nnc3ccccc32)c1 | -1.7 |
| CCOC(=O)C1(Cc2ccccc2Cl)CCN(C(=O)CCc2scnc2C)CC1 | -6.5 |
| CNc1ncc(-c2ccc(OC)nc2OC)c(-c2ccc(C)cc2)n1 | -29.5 |
| CCN(CC)c1ncccc1CNC(=O)c1nccc2ccccc12 | 1.9 |
| CC1(C(=O)NS(=O)(=O)c2ccc3c(c2)CCO3)CCN1C(=O)C1CCCCC1 (centres undefined) | -6.6 |
| CC(=O)Nc1cccc(NC(=O)CSc2ncc(CO)n2CC(=O)NC2CC2)c1 | -3.3 |
| CCNc1cc(NCCNC(C)=O)nc(C)n1 | -5.5 |
| CCc1cccc(CC)c1-n1c(CNC(=O)c2c(F)cccc2Cl)nnc1SCC(=O)Nc1nccs1 | -1.6 |
| CC(C)(O)C#Cc1cccc(C(=O)NCc2noc(-c3ccccc3)n2)c1 | -12.3 |
| Cc1ccc(CN2CCCC2(C)C(=O)NC(C)C)cc1 (centres undefined) | 0.4 |
| COCc1cccc(-c2csc(C(NC(C)=O)c3cccc(F)c3)n2)c1 (centres undefined) | 6.9 |
| COc1ccc(-c2cc(CC#N)no2)cc1 | -20.9 |
| Cc1ccc(N(CC(=O)NC2CCCCC2)S(C)(=O)=O)cc1 | -7.4 |
| O=C(c1ccc(I)c(F)c1)N1CCCC(O)C1 (centres undefined) | 1.8 |
| COc1cccc(Cn2c(CCn3cccn3)n[nH]c2=O)c1 | -22.3 |
| O=c1[nH]c(SCCc2ccccc2)nc2c1cnn2CCO | -15.4 |
| Cc1c(C)c2cc3c4c(oc3cc2oc1=O)CCCC4 | -14.1 |
| CC1(C)S[C@@H]2C(N3C(=O)[C@@H](c4ccccc4)NC3(C)C)C(=O)N2[C@H]1C(=O)O (some centres undefined) | -1.9&2.5 |
| CC(O)CCN(C)c1ncccc1C(F)(F)F (centres undefined) | -3.5 |
| O=C(CSc1ncnc2c1oc1ccccc12)c1ccccc1 | 3.9 |
| COc1cc(C)c(CN2CCN(Cc3nc4cc(Cl)ccc4c(=O)[nH]3)CC2)cc1OC | 22.1 |

| smiles | mcGAS MS inh |
| --- | --- |
| CC(C)c1nc2cc(NC(=O)C3CSC4(C)CCC(=O)N34)ccc2o1 (centres undefined) | -22.2 |
| C=CCNC(=O)[C@@H]1CCCC[C@@H]1C(=O)N(C)Cc1cccc2cnccc12 | -20.5 |
| Oc1cccc2c(NC(=S)NC3CC3)cccc12 | -9.5 |
| COc1cccc(CC(=O)N[C@@H]2c3ccccc3C3(CCNCC3)[C@H]2O)c1 | -33.7 |
| CCOc1cccc(-c2cnc(NC(C)=O)cn2)c1 | -0.5 |
| CC(=O)N1CCC(N(C)Cc2cc(-c3cccs3)n[nH]2)CC1 | 6.9 |
| CN(C1CCCCC1)S(=O)(=O)c1ccc(C(=O)Nc2n[nH]c(C(F)(F)F)n2)cc1 | 6.3 |
| CCn1ccn2nnnc2c1=Nc1ccccc1 | -2.5 |
| CCC1CCC(Nc2ccc(OC)cc2)(P(=O)(O)O)CC1 (centres undefined) | -9.7 |
| Cc1sc2ncn(N=Cc3ccco3)c(=O)c2c1C | -10.2 |
| CCOC(=O)N1CCN(C(=O)Cn2[nH]c(=O)c3ccccc3c2=O)CC1 | -12.7 |
| C=CCNC(=O)N1CCN(c2ccccc2OC)CC1 | -3.1 |
| Cc1ccccc1NCCC(=O)NCc1ccccc1F | -7.1 |
| O=C(NC1CC1)C1CCN(C2CCN(C(=O)CCOc3ccccc3)CC2)CC1 | -7.5 |
| CC1C2CCC1(c1ccccc1)C(=O)O2 (centres undefined) | -10.8 |
| O=C(c1ccc(Cn2ccnc2)o1)N1CCCC1c1ccccn1 (centres undefined) | -4.9 |
| Cc1cc(C)n(-c2ccc(NC(=O)C3CCN(CC4CC=CCC4)CC3)cc2)n1 (centres undefined) | -0.7 |
| Cc1cccc(-c2noc(N3CCCC3)c2CNC(C)C)c1 | -6.7 |
| O=C(NNc1nc(-c2ccccc2)c2cc(Br)ccc2n1)c1ccccc1Cl | -4.1 |
| COc1ccc(-c2ccc(=O)n(CCCNC(=O)c3ccc(S(N)(=O)=O)cc3)n2)cc1 | 2.7 |
| Cc1ccccc1N1CCN(c2ncccc2CNC(=O)C2COC(=O)N2)CC1 (centres undefined) | -16.3 |
| CC(=O)NC12CC3CC(C1)CC(C(=O)O)(C3)C2 | 16.4 |
| O=C(CCC1(Cc2ccsc2)CCC(=O)N1)NCc1ccc2nsnc2c1 (centres undefined) | -11.0 |
| CCC(c1ccncc1)N(CC)C(=O)C1CCN(C(=O)N(C)C)CC1 (centres undefined) | -8.1 |
| CC1CCC(N(C)C(=O)C2CCN(S(=O)(=O)c3c(Cl)cccc3Cl)CC2)CC1 (centres undefined) | -14.4 |

| smiles | mcGAS MS inh |
| --- | --- |
| CN(C)C(=O)c1cccc(NC(=O)CSCCc2ccccc2)n1 | -8.6 |
| Fc1ccc(-c2cc(C(F)(F)F)nc(NCC3CCCO3)n2)cc1 (centres undefined) | 10.1 |
| CN(CC(=O)NCc1ccc(F)cc1)c1ccccc1 | -12.3 |
| CC(C)OC(=O)C1C2(C)CSC(c3ccccc3)(S2)C(C#N)(C#N)C1(C#N)C#N (centres undefined) | -9.8 |
| O=c1o[nH]c(-c2ccccc2)c1-c1ccccc1 | -26.2 |
| CC(=O)O/C(C=C(C#N)C#N)=C\C=C\N(C(C)=O)c1ccccc1 | -9.8 |
| CCC(=O)N(c1nnc(SCc2cc(=O)n3ccsc3n2)s1)C1CC1 | -10.1 |
| O=C(CN1C(=O)C2C3C=CC(C3)C2C1=O)N1CCN(C2CCCCC2)CC1 (centres undefined) | 9.2 |
| Cc1cc(C)cc(CN2CCN(Cc3cnn(C)c3C3CC3)CC2=O)c1 | -14.6 |
| N#CC(=Cc1c(F)cccc1F)C(N)=O | 0.9 |
| COCCNC(=O)C1CCCN(C2CCN(C(=O)c3ccc(F)cc3)CC2)C1 (centres undefined) | -9.3 |
| CN(CCCNC(=O)OC(C)(C)C)C(=O)c1cn(C)cn1 | -3.4 |
| COc1cc(CSc2ncc(CO)n2CC(=O)NC2CC2)cc(OC)c1 | -5.7 |
| CCCCOc1ccc(C2=N/C(=C\c3ccc4c(c3)OCO4)C(=O)O2)cc1 | -6.3 |
| COc1cccc(-n2cnn(CN3CCN(c4ccc(F)cc4)CC3)c2=S)c1 | -15.4&-1.1 |
| O=C(C=CC1=Cc2cc(Cl)ccc2OC1)NS(=O)(=O)c1cccnc1 | 12.0 |
| NC(=O)c1ccc(OCC(F)(F)C(F)F)nc1 | -8.1 |
| CC1(C(=O)NS(=O)(=O)c2cccc(C#N)c2)CCN1C(=O)C1(c2ccccc2)CC1 (centres undefined) | -21.2 |
| CC1=CCC2C(=O)N(Cc3ccccc3)C(=O)C2C1 (centres undefined) | 2.5 |
| CC(C)NC(=O)CN1CCC2(CC1)SCC1C(=O)N(c3ccccc3)C(=O)N12 (centres undefined) | -2.6 |
| O=c1c(-c2ccccc2Cl)[n+]([O-])c2ccccc2n1OCc1ccccc1F | 10.1 |
| COc1ccccc1NC(=O)N(C)C(C)C1CC1 (centres undefined) | -11.0 |
| CCCCN(c1ccccc1)S(=O)(=O)c1cn[nH]c1 | -5.6 |
| COc1ccc(CN2CCN(C(C)C)CC2)cc1OCC(O)CN1CCCCCCC1 (centres undefined) | -5.8 |
| CN(C)C(=O)C1CCCN1C(=O)Nc1cccc(-c2nccn2C)c1 (centres undefined) | -16.9 |

| smiles | mcGAS MS inh |
| --- | --- |
| O=C(NC12CC3CC(CC(C3)C1)C2)c1cncn1-c1ccc(F)cc1 | -4.4 |
| O=C(CSc1nnnn1C1CCCC1)N1N=C(c2cccs2)CC1c1cccs1 (centres undefined) | -0.4 |
| c1ccc(C(Cn2ccnc2)n2ccnc2-c2cnc[nH]2)cc1 (centres undefined) | 11.8 |
| c1c[nH]c(-c2csc(Cc3nc4ccccc4s3)n2)c1 | 4.5 |
| COCCCNC(=O)C1CCN(C(=O)C23CC4CC(CC(C4)C2)C3)CC1 | -15.9 |
| Cc1ccc(Cl)c2sc(N(CCN3CCOCC3)C(=O)c3ccco3)nc12 | 4.8 |
| CCN(CC)CCOC(=O)C(Cc1cccc2ccccc12)CC1CCCO1 (centres undefined) | -9.5&1.7&11.9 |
| O=[N+]([O-])c1cccnc1NCCc1ccc(Cl)cc1 | -4.9 |
| CCN(C(=O)c1cc2cccnc2n(Cc2ccc(Cl)cc2)c1=O)C1CCCCC1 | -9.0 |
| Cc1nn(C(=O)N2CCOCC2)c(C)c1CN1C(=O)c2ccccc2C1=O | -10.6 |
| Cc1ccc2nc(CN(Cc3cccs3)C3CC3)cn2c1 | 3.2 |
| C[C@@]1(O)CCN(C(=O)c2ccc3cc[nH]c3c2)C[C@@H]1Cc1ccccc1 | -23.3 |
| C=C(CC1CC(=O)N(NC(=O)Cc2c[nH]c3ccccc23)C1=O)CC(C)(C)C (centres undefined) | 1.0 |
| CCCCN(CC(N)=O)C(=O)c1ccc(COC)cc1 | 1.6 |
| CCN(CC)C1CCN(Cc2cc3ccc(Cl)cc3[nH]c2=O)C1 (centres undefined) | -5.4 |
| Cc1ccc(SCC(=O)NCc2ccc(S(=O)(=O)N3CCCCC3)cc2)cc1C | -3.3 |
| O=C(Cn1nc(-c2ccc(F)cc2)oc1=O)N1CCSc2ccccc21 | -8.9 |
| Cn1nnnc1NCc1ccc(-c2ccccc2)cc1 | 0.7 |
| Cn1c2c(c(=O)n(C)c1=O)C(c1ccncc1)C1=C(N2)c2ccccc2C1=O (centres undefined) | -10.2 |
| CCOc1ccc(NC(=O)CSc2nnc(CNC(=O)c3cccs3)n2-c2ccc([N+](=O)[O-])cc2)cc1 | -5.6 |
| O=C1c2ccncc2C(=O)N1c1ccc(Br)cc1 | 16.7 |
| CC(C)CCNC(=O)CS(=O)(=O)Cc1nc(C2CC2)no1 | 1.2 |
| COC(=O)C(c1ccccc1Cl)N1CCN(C(=O)c2cc3ccc(OC)cc3nc2C)CC1 (centres undefined) | -4.9 |
| Cn1c(C2C(=N)N(Cc3ccccc3)CC2=O)[n+](C)c2ccccc21 (centres undefined) | -15.5 |
| N#Cc1c(N)n[nH]c1CCCN | -10.2 |
| COC(=O)c1ccsc1N1CCC(NCc2cccc(O)c2)C1=O (centres undefined) | -14.8 |
| CCc1cccc(NC(=O)CCC(=O)N2CC3C[C@@H]4CC2C[C@H](C3)C4)c1 | -32.7 |

A different layout for 2 compounds above:
> CCN(CC)C1CCN(Cc2cc3ccc(Cl)cc3[nH]c2=O)C1 (centres undefined)
  mcGAS MS inh: -5.4

> Cc1ccc(SCC(=O)NCc2ccc(S(=O)(=O)N3CCCCC3)cc2)cc1C
  mcGAS MS inh: -3.3

A portion of the library (hit frequency here may not be typical).
